From PubChem
miR122 inh = inhibitors of miR-122 in Huh7 cells; Huh7 miR-122 Renilla luciferase sensor, 48 h; neutral wells = 0, positive control = 100; activation (reporter increase), % at 12.5 µM; 340,000 tested, 0.3% active; AID 602342;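 active means mean replicate activation score at least 90 and every replicate individually at or above 90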;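 further: higher luciferase means less miR-122 activity so hits act as miR-122 inhibitors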
PGC1a acetyl inh = PGC1a acetylation modulation, inhibitor mode. U2OS PGC1a acetylation, AlphaScreen anti-acetyl-lysine; with virally co-expressed GCN5 acetyltransferase. 350,000 tested, 0.17% active. inhibition, % at 15.6 µM;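 active means every replicate shows inhibition of at least 40%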;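 further: 0% = neutral control wells and 100% = positive control wells; some results beyond the cut were filed as inactive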
Cneo AK release = causes C. neoformans cell lysis; lysis activity, % at 15 µM; adenylate kinase release luminescence, 4 h; normalised: neutral wells 0, clomiphene wells 100; 360,000 tested, 0.2% active;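 active means mean lysis activity across replicates of at least 80%, whatever share of replicates individually reach that level; inactive means mean lysis activity below 80%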
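Material: C. neoformans cells | Amount: Yeast cell density of 5 × 10^6 cells/mL | Medium: Fresh YPD growth medium | Dosing: Single dose | Times: Static 4 h at 37 °C with compound, 1 h detection | Detection: AK luminescence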
ERAP1 HTS inh = blocks human ERAP1 aminopeptidase activity. recombinant ERAP1, Leu-AMC fluorescence, 60 min. inhibition, % at 10.7 µM. Q9NZ08. AID 652197. 340,000 tested, 0.15% active;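 active means mean replicate inhibition of at least 30%, or all replicates individually reaching that 30% level; inactive means mean below 30% and not every replicate reaching it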;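 further: 0% = neutral control wells and 100% = L-leucinethiol positive control wells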
Target sequence (Q9NZ08 whole entry, looked up): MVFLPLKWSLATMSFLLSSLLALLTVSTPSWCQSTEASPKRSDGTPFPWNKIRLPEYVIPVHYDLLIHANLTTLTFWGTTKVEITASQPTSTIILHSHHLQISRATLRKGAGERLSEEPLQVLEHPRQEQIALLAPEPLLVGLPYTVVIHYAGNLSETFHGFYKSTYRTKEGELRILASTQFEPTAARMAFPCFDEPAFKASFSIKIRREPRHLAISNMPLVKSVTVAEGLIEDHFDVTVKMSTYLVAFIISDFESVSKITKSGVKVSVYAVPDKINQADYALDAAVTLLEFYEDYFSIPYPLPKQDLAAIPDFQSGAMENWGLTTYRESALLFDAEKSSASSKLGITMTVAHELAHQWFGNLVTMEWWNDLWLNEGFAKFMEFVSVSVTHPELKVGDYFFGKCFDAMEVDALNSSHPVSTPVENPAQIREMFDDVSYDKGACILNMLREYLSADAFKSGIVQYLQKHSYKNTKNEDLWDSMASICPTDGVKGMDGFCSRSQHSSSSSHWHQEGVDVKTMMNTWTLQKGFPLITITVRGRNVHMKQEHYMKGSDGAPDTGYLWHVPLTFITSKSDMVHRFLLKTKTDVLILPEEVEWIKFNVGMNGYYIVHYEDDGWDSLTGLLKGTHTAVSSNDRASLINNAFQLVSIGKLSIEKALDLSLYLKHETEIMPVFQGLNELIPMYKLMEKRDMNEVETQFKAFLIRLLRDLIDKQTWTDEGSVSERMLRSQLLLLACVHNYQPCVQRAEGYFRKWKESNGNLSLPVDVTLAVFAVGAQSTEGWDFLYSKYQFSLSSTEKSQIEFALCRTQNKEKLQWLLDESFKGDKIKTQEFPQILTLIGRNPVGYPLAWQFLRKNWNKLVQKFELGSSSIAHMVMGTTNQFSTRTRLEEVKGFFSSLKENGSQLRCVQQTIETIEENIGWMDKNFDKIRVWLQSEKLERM
E-sel inducer = E-selectin induction on HUVECs; HUVEC E-selectin immunofluorescence imaging; normalized: neutral wells 0, TNF-alpha wells 100; activation, % at 7.58 µM; 260,000 tested, 0.37% active; AID 686992;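 active means mean E-selectin-positive cell signal at least 10% of the positive control, reached in at least 60% of replicates, without over 20% cell loss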;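 further: in these data hits start at about 27%; measured in HUVEC primary endothelial cells; signal is the percent of cells scored E-selectin positive by PE staining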
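Assay system: HUVEC, human umbilical vein endothelial cells / Amount: 3,000 HUVEC/well / Controls: TNF-alpha positive control, DMSO neutral control / Compound dosing: single concentration / Medium: EGM-2 over gelatin coat / Evaluation: percent E-selectin-positive cells / Signal: immunofluorescence imaging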
RAD52 anneal inh = blocks human RAD52 DNA annealing; inhibition, % at 18.7 µM; 360,000 tested, 0.46% active; P43351; recombinant RAD52 DNA annealing, FRET fluorescence;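 active means every replicate showing at least 50% inhibition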
RAD54 branch = inhibitors of human RAD54 branch migration; RAD54 Holliday junction branch migration, FAM/BHQ fluorescence; inhibition, % at 10.4 µM; 360,000 tested, 0.14% active; AID 602329;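 active means mean normalized replicate activity at least 40 and at least half of replicates scoring 40 or more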;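 further: 0% = median of neutral control wells and 100% = median of positive control wells; inhibitors cause a drop in the FAM fluorescence signal; in these data hits start at about 50%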
PglD DTNB = PglD (C. jejuni) enzyme inhibition. AID 602405. 360,000 tested, 0.098% active. inhibition, % at 12.5 µM. purified PglD enzyme, DTNB colorimetric CoA detection; in the data active means inhibition above about 16%, passing the limit was not always enough; further: strong numbers were not always called active
* = called active by the depositor; i = inactive; . = not tested or not shown; & = joins results of further samples; [ ] = dose if it differs, or a comment.

SMILES	miR122 inh	PGC1a acetyl inh	Cneo AK release	ERAP1 HTS inh	E-sel inducer	RAD52 anneal inh	RAD54 branch	PglD DTNB
CC(C)NC(=O)COC(=O)Cn1[nH]c(=O)c2ccccc2c1=O	.	16	.	2	1.6	3	.	.
COc1ccc(C)cc1NC(=O)CNc1ccccc1CN(C)C1CCCCC1	4	.	1	3	3.6	22	2	-2
O=C(Nc1ccc(F)c(Cl)c1)c1csc(COCCO)n1	-2	-4	0	-1	0.0	-1	-5	-2
COc1ccc(/C=N/Nc2ccccn2)cc1OC	-2	4	-10	.	.	-7	15	-6
CC(OC(=O)C1CCCCC1)C(=O)Nc1ccc(S(N)(=O)=O)cc1 (stereo not given)	.	-1	1	2	-1.7	-2	-13	1
C[C@@H]1CN([C@@H](C)CO)C(=O)c2cccc(NC(=O)C3CC3)c2O[C@@H]1CN(C)C(=O)Nc1cccc2ccccc12	-2[16.7 µM]	.	0	-4	0.3	3	3	-1
C=CCn1c(C)nnc1SCC(=O)NC1CCCCC1	-8	-4	1	6	1.0	-14	0	-5
C[C@H]1CN([C@@H](C)CO)S(=O)(=O)c2ccc(C#CCN(C)C)cc2O[C@@H]1CN(C)C(=O)C1CCC1	17[16.7 µM]	8	2	1	0.8	-26	0	-2
Cn1cnnc1SCc1ccc(C#N)cc1	0	3	7	.	.	.	-18	-1
CC(=O)Oc1ccc(/C=N\NC(=O)c2cc3c(ccc4ccccc43)o2)cc1	-3	-1	-1	-8	-0.2	-24	4	-2
O=S(=O)(c1ccccc1)N1CCN(C(=S)NCCCN2CCOCC2)CC1	3	-6	1	3	.	-3	1	2
Cc1ccc(S(=O)(=O)N(C)C[C@@H]2Oc3ccc(NS(=O)(=O)c4c(C)noc4C)cc3C(=O)N([C@H](C)CO)C[C@H]2C)cc1	-8[16.7 µM]	5	1	0	-0.3	2	-2	1

Structures shown so far that contain two or more sulfur atoms, in the order listed:
SMILES	miR122 inh	PGC1a acetyl inh	Cneo AK release	ERAP1 HTS inh	E-sel inducer	RAD52 anneal inh	RAD54 branch	PglD DTNB
O=S(=O)(c1ccccc1)N1CCN(C(=S)NCCCN2CCOCC2)CC1	3	-6	1	3	.	-3	1	2
Cc1ccc(S(=O)(=O)N(C)C[C@@H]2Oc3ccc(NS(=O)(=O)c4c(C)noc4C)cc3C(=O)N([C@H](C)CO)C[C@H]2C)cc1	-8[16.7 µM]	5	1	0	-0.3	2	-2	1

Next section:
SMILES	miR122 inh	PGC1a acetyl inh	Cneo AK release	ERAP1 HTS inh	E-sel inducer	RAD52 anneal inh	RAD54 branch	PglD DTNB
COCC(=O)N(C)C[C@H]1Oc2ncc(-c3ccccc3OC)cc2C(=O)N([C@H](C)CO)C[C@H]1C	11[16.7 µM]	0	-6	-1	0.7	1	6	-3
Cc1nc(-c2ccccc2)[nH]c(=O)c1Oc1ccc(Cl)cc1Cl	.	-3	2	2	0.0	-3	1	0
CCN(CC)C(=O)c1sc(NC(=O)c2cccs2)c(C#N)c1C	-4	18	.	-2	.	-10	.	.
C[C@@H]1CN([C@H](C)CO)C(=O)c2c(c3ccccc3n2C)-c2ccccc2CO[C@@H]1CN(C)C(=O)c1ccncc1	.	-15	-2	1	0.3	4	-5	0
CCOC(=O)Nc1ccc(S(=O)(=O)N(C)C(C)C)cc1	-6	.	0	.	.	.	-20	1
CCCN(CC(=O)Nc1ccccc1C)C(=O)c1ccc(C(=O)c2ccccc2)cc1	.	.	0	1	.	-10	3	-5
COc1cc(-c2[nH]ncc2CN2CCSCC2)cc(OC)c1OC	-1	-24	-2	-1	.	5	-4	-2
Cc1cnc(C(=O)OC(C)C(=O)NC2CCCc3ccccc32)cn1 (stereo not given)	1	.	.	2	-4.5	-6	.	.
O=[N+]([O-])c1ccc(OCc2cnc(Cl)s2)c([N+](=O)[O-])c1	.	-3	.	-2	-0.1	-8	.	.
Cc1noc(C)c1NC(=O)N(C)C[C@H]1Oc2c(NS(=O)(=O)c3cn(C)cn3)cccc2C(=O)N([C@H](C)CO)C[C@@H]1C	35[16.7 µM]	12	-8&-4	-2&2	0.0&0.0	-9&-3	2&5	-1&6
Cc1ccc(C(C)C)c(OCCNS(C)(=O)=O)c1	-3	3	0	.	.	.	1	5
CN1C2C=C(N(CCc3c[nH]c4ccccc34)C(=O)c3ccc(Cl)cc3)CC1CC2 (stereo not given)	0	-12	-1	.	.	.	-1	-3
C=CCSc1nnc(NC(=O)c2ccc3c(c2)OCCO3)s1	-2	-17	4	4	0.4	-11	2	0
CCOC(=O)NCc1ccc(Cl)c(Cl)c1	-9	-6	0	.	.	.	0	-282
C[C@H](CO)N1C[C@H](C)[C@H](CN(C)C(=O)Nc2cccc3ccccc23)OCCCC[C@H](C)Oc2ccc(NC(=O)Nc3cccc4ccccc34)cc2C1=O	5[16.7 µM]	-10	-3	-1	-0.4	8	5	0
O=C(COC(=O)C1=Cc2ccccc2OC1)NCc1ccccc1	.	.	-2	0	0.4	-5	8	0
COc1ccc(C#Cc2ccc3c(c2)[C@@H]2[C@@H](CCN2C(=O)C2CC2)[C@H](CO)N3)cc1	.	-4	.	5	0.4	-2	.	.
Cc1cc(SCc2ccccc2F)nc(=O)[nH]1	-8	10	-7	2	.	-21	3	-3
Cc1cc(C(=O)Nc2nc3c(s2)CCCC3)no1	-1	9	-2	.	0.4	.	3	1
CN(C)S(=O)(=O)c1ccc(C(=O)OCc2nnc(-c3ccccc3)o2)cc1	5	1	2	0	.	-7	-5	4
CC1CC(C)CN(CCCNC(=O)CCC(=O)N2CCOc3ccccc32)C1 (stereo not given)	-1	6	0	4	0.2	-8	-4	-2
CCc1nc2ccc(C(=O)Nc3cccc(OCC(=O)N(C)C)c3)cn2c1N(CC)CCN(C)C	-3	-2	1	-5	2.3	-6	1	-9
O=C(CNC(=O)c1sc2ccccc2c1Cl)OCc1ccccc1	-2	2	1	1	.	-17	-1	3
CCOC(=O)Cc1csc(N/N=C/c2ccc(Cl)cc2)n1	.	4	.	-2	-2.3	9	.	.
Cc1ccccc1OCC(O)CN1CCN(c2ccc(Cl)cc2)CC1 (stereo not given)	5	.	-1	-1	-0.1	-11	7	-2
CN(C)c1ccc(-c2cccc(C3CC=CC4C3C(=O)N(Cc3ccccc3)C4c3ccc4ccccc4c3)c2)cc1 (stereo not given)	1	-7	0	-1	-0.1	-19	-6	5
CCOC(=O)C1=C(Nc2ccccc2)CC(C)(O)C(C(=O)OCC)C1c1ccc(Cl)cc1 (stereo not given)	9	-6	-2&-4	3&0	-0.2&-0.4	-20&-27	-18&-2	0&-7
Cc1nc(N)c(C#N)c(-c2cccnc2)c1C	-11	18	3	.	.	.	5	-2
COc1ccc(N2CCN(CCCNC(=O)c3cc4sccc4n3C)CC2)cc1	-4	-8	-1	1	.	-18	5	-7
Cc1ccc(CCNC(=O)C2CCCN(c3ncnc4c3nc3n4CCCCC3)C2)cc1 (stereo not given)	-4	-1	2	3	.	-3	-1	2
CC(Oc1ccc(Cl)cc1Cl)c1nc(-c2ccccn2)no1 (stereo not given)	0	-2	0	.	.	.	-12	-5
Cc1noc(C)c1S(=O)(=O)Nc1ccc2c(c1)C(=O)N([C@H](C)CO)C[C@@H](C)[C@@H](CN(C)C(=O)NC1CCCCC1)O2	-6[16.7 µM]	10	-6	6	-0.2	2	-12	1
O=C(C[C@H]1C=C[C@H](NC(=O)C2CC2)[C@H](CO)O1)Nc1ccccc1	.	16	55	-4	-0.3	12	-1	1
CC(C)CCNC(=O)C1CC(c2ccccc2C(F)(F)F)=NO1 (stereo not given)	9	.	-1	0	0.2	4	-6	2
CN(C)CC(=O)N1CC2(C1)[C@@H](c1ccccc1)[C@@H](CO)N2C(=O)C1CC1	.	-3	.	-4	-0.1	-10	.	.
COc1cc(OC)cc(C(=O)Nc2nc3ccc(S(C)(=O)=O)cc3s2)c1	.	.	-4	-5	0.0	-23	-22	1
O=C(C[C@@H]1C[C@H]2c3cc(NS(=O)(=O)c4ccc(F)cc4)ccc3O[C@H]2[C@H](CO)O1)N1CCc2ccccc2C1	-6[16.7 µM]	5	-1	-6	-0.1	-7	-14	1
O=C(c1ccccc1)N1[C@H](CO)[C@H](c2ccccc2)C12CN(CCC(F)(F)F)C2	.	4	.	1	0.0	-5	.	.
CC(C)C#Cc1ccc2c(c1)O[C@@H](CN(C)Cc1ccccc1)[C@@H](C)CN([C@H](C)CO)S2(=O)=O	-6[16.7 µM]	-43	79	1	-0.6	-7	2	-4
CCCc1cc(=O)oc2c(CNc3ccc(OCC)cc3)c(O)ccc12	-3	-17	4	-3	0.2	i	-5	-3
CCn1c(SCC(=O)NCCOC)nc2sc3c(c2c1=O)CCCC3	-9	-2	0	.	.	.	0	-3
Cn1c(=O)c2c(nc(Br)n2C)n(C)c1=O	-5	4	-1	.	.	.	-8	-6
CCOC(=O)c1c(NC(=O)c2ccc(S(=O)(=O)N(C)CC3CCCO3)cc2)sc2c1CC(C)(C)NC2(C)C (stereo not given)	-2	-11	10	2	-0.2	-10	9	-2
Cc1ccc(Nc2nc(N)c([N+](=O)[O-])c(N3CCCC(C)C3)n2)cc1C (stereo not given)	0	.	2	.	.	.	6	3
COc1ccc(-c2nc(N)n(C(=O)c3ccccc3)n2)cc1	-4	-2	0	-1	.	6	11	-8
CCOc1ccc(NC(=O)CN2CCCC2c2cccs2)cc1S(=O)(=O)N1CCCC1 (stereo not given)	.	.	1	3	.	-54	1	2
S=c1[nH]nc(-c2cc(-c3ccccc3)n[nH]2)n1/N=C/c1cccs1	.	-1	.	1	1.1	-11	.	.
CC(C)(C)n1nc(Cc2cccc3ccccc23)c2c(N)ncnc21	.	.	-2	4	-0.3	0	2	5
CCCNC(=O)N1C[C@H](O)COC[C@@H]2O[C@@H](CC(=O)OC)CC[C@H]21	4[16.7 µM]	1	-1	-2	0.7	-8	2	1
Cc1cc(NC(=O)CSc2nc3c(c(=O)n2CCc2ccccc2)SC(C)C3)no1 (stereo not given)	-3	-1	1	-6	2.3	1	9	-5
COc1cccc(-c2ccc([C@H]3[C@H](CO)N4C(=O)CN(C(=O)c5ccncc5)C[C@@H]34)cc2)c1	.	-7	.	-1	0.3	-18	.	.
CCOc1ccc2[nH]c3c(NCCC(C)C)ncnc3c2c1	.	.	2	7	.	1	4	-2
COc1ccc(NC(=O)CSc2nnc(CNC(=O)c3ccco3)o2)c(OC)c1	0	29	0	.	.	.	11	3
c1csc(-c2nc3ccccn3c2NC2CCCCC2)c1	.	-2	.	-4	0.0	-13	.	.
C[C@@H]1CN([C@H](C)CO)C(=O)c2cc(NC(=O)Nc3ccccc3)ccc2O[C@@H]1CN(C)CC1CCCCC1	-1[16.7 µM]	-10	1	1	0.1	-7	3	-5
CC(=O)N(C)C[C@@H]1Oc2cc(-c3ccccc3)ccc2S(=O)(=O)N([C@@H](C)CO)C[C@H]1C	-6[16.7 µM]	-17	2	-1	0.5	-1	-4	1
C[C@H](CO)N1C[C@H](C)[C@@H](CN(C)S(=O)(=O)c2ccc(F)cc2)Oc2ccc(NC(=O)Nc3cccc4ccccc34)cc2CC1=O	-3[16.7 µM]	6	3	-1	4.5	26	-6	-3
O=C(NCc1ccco1)C1(c2ccc(Cl)cc2)CCCC1	13	-20	-1	.	.	.	-8	-2
Cn1c(=O)c2c(nc(SCC(=O)O)n2Cc2cc3c(cc2Cl)OCO3)n(C)c1=O	3	.	-2	.	.	.	3	-3
O=C(NCc1ccccc1)/C(=C\c1ccc(F)cc1)NC(=O)c1ccco1	0	-4	1	-2	-0.1	-2	-4	-1
